Growth percent in the NCI-60 one-dose screen (48 h, 10 µM unless noted): 100 = growth as untreated, 0 = no growth, -100 = all killed.
MDA-MB-468 = MDA-MB-468 breast cancer. 8.5% of 78,000 active
MDA-MB-231 = MDA-MB-231 breast cancer; 5% of 81,000 active
SR = SR leukemia cells. AID 1794780. 8.7% of 73,000 active
BT-549 = BT-549 breast cancer. 4.4% of 78,000 active
MOLT-4 = MOLT-4 leukemia cells. AID 1794779. 6.9% of 80,000 active
MCF7 = MCF7 breast cancer; 6.3% of 82,000 active; AID 1794796
MDA-MB-435 = MDA-MB-435 melanoma; 7.8% of 82,000 active; AID 1794794
K-562 = K-562 leukemia; 7.4% of 78,000 active; AID 1794777
An asterisk follows results filed as active; · = no result given; & = joins results of further samples. Rule for the calls: active = growth percent below 10; inactive = the rest.

nr	Compound	MDA-MB-435	BT-549	MDA-MB-468	MCF7	SR	MDA-MB-231	K-562	MOLT-4
1	O=C(Nc1ncc(Cc2ccc(C(F)(F)F)cc2)s1)c1ccc(-c2cccc([N+](=O)[O-])c2)o1	92	86	76	86	84	93	88	99
2	Brc1cncc(Br)c1	111	·	105	100	100	106	109	102
3	Cc1ccc(S(=O)(=O)Nc2ccc(-c3cc(-c4cccc(F)c4)c(C#N)c(=O)[nH]3)cc2)cc1	96	75	68	17	55	87	55	77
4	CCn1c(O)c(N=Nc2ccc(S(N)(=O)=O)cc2)c2cc(Cl)ccc21	102	107	106	92	101	105	95	91
5	COc1ccc2c(c1)O/C(=C/c1cccc(OCC(=O)c3ccccc3)c1)C2=O	116	112	·	17	76	77	66	76
6	N#Cc1cccc(/C(N)=N/C(N)=N/c2nc3ccccc3s2)c1	-39*	49	19	23	26	37	13	28
7	NNC(=O)CNC(=O)Nc1n[nH]c(=S)s1	110	116	111	94	83	112	90	90
8	O=C(/C=C/c1ccccc1)c1c[nH]c2ccccc12	94	94	·	70	51	92	89	73
9	CC(=O)OC1OC(COC(=O)c2ccccc2)C(OC(=O)c2ccccc2)C1OC(=O)c1ccccc1 (centres undefined)	95	100	·	87	85	99	101	67
10	O=S(=O)(Nc1ncc(Cl)cn1)c1ccccc1	103	101	98	92	95	114	104	98
11	O=c1c(-c2nc(=S)[nH][nH]2)cnc2nc[nH]n12	99	109	102	97	101	106	105	119
12	COc1ccc(C(=O)NNc2nc(Cl)nc(N3CCN(C(c4ccccc4)c4ccccc4)CC3)n2)cc1	91	52	-32*	89	-30*	-1.7*	-16*	-39*
13	COc1cc(/C=C2\Oc3cc(O)ccc3C2=O)cc(OC)c1	73	54	86	77	·	93	70	84
14	S=c1[nH]cnc2sc(Nc3ccccc3)nc12	103	85	·	88	83	91	103	98
15	O=CN1N=C(c2ccc(Cl)cc2)CC1c1sc(Cl)nc1Cl (centres undefined)	87	132	111	95	71	86	87	78
16	COc1ccc2[nH]cc(-c3nonc3-c3c[nH]c4ccc(Br)cc34)c2c1	66	75	78	31	35	5.3*	7.7*	28
17	O=C(O)C(Cl)C(Cl)c1ccccc1Cl (centres undefined)	102	115	103	101	91	104	102	94
18	CCO/C=C1\SC(=S)N(c2ccccc2OC)C1=O	100&103	98&110	88&109	94&91	86&102	94&100	75&94	79&101
19	CC(=O)NNC(=S)N/C=C(\C#N)C(=O)c1ccc2ccccc2c1	101	94	103	88	88	82	99	99
20	CC1(C)CNC(C2CCC=CO2)O1 (centres undefined)	110	100	106	94	·	103	137	105
21	Cc1ccc(C(=O)Nc2ccccc2C(=O)N/N=C/c2cc3ccccc3cn2)cc1	83	73	67	47	30	64	54	42
22	CN1CCN(c2ccc(/C=N/NC(=O)CSc3nc4ccccc4c(=O)n3-c3ccccc3)cc2)CC1	102	96	95	90	89	99	86	101
23	Cc1ccc2[nH]c(O)c(N=NC(=O)Cc3c[nH]c4ccccc34)c2c1	98	94	90	97	94	77	106	101
24	C#CC1(OCC(O)CO)CCCCC1 (centres undefined)	112	95	·	121	96	133	100	104
25	COc1ccc2c(c1)CN(CCc1ccccc1)CO2	102	105	102	96	92	101	105	90
26	COc1ccc(C(=N\Nc2ccccc2)/C(=N/Nc2ccccc2)c2ccc(OC)cc2)cc1	98	105	102	88	82	94	121	96
27	N#Cc1c(N)nn(C(=O)c2ccc(NC(=O)c3ccccn3)cc2)c1-c1cccc(Br)c1	65	78	35	80	107	93	60	·
28	COc1cc(-c2nc3c(ncc4ccc(=O)n(-c5ccccc5)c43)s2)cc(OC)c1OC	81	62	47	55	75	64	91	69
29	COc1ccc(-n2sc(=O)n(Cc3ccc(COC(=O)C(C)c4ccc(CC(C)C)cc4)cc3)c2=O)cc1 (centres undefined)	22	53	-46*	18	-27*	62	-12*	-18*
30	Cc1ccc(S(=O)(=O)OCCCCl)cc1	117	62	91	100	90	·	105	101

6 compounds picked at random from those above, as already listed:
nr	Compound	MDA-MB-435	BT-549	MDA-MB-468	MCF7	SR	MDA-MB-231	K-562	MOLT-4
24	C#CC1(OCC(O)CO)CCCCC1 (centres undefined)	112	95	·	121	96	133	100	104
8	O=C(/C=C/c1ccccc1)c1c[nH]c2ccccc12	94	94	·	70	51	92	89	73
2	Brc1cncc(Br)c1	111	·	105	100	100	106	109	102
19	CC(=O)NNC(=S)N/C=C(\C#N)C(=O)c1ccc2ccccc2c1	101	94	103	88	88	82	99	99
7	NNC(=O)CNC(=O)Nc1n[nH]c(=S)s1	110	116	111	94	83	112	90	90
16	COc1ccc2[nH]cc(-c3nonc3-c3c[nH]c4ccc(Br)cc34)c2c1	66	75	78	31	35	5.3*	7.7*	28

(more compounds)
nr	Compound	MDA-MB-435	BT-549	MDA-MB-468	MCF7	SR	MDA-MB-231	K-562	MOLT-4
31	C=CCC1CCCC(=O)C1CC=C (centres undefined)	105	85	101	96	78	124	66	68
32	O=S(=O)(c1ccccc1)C1CC1(c1ccccc1)c1ccccc1 (centres undefined)	103	101	81	100	79	110	97	79
33	OC(c1cc(C(F)(F)F)nc2c(C(F)(F)F)cccc12)C1CCCCN1 (centres undefined)	61	68	-5.0*	22	13	47	15	20
34	Nc1ccc(S(=O)(=O)Nc2ncc(Br)cn2)cc1	105	110	91	94	100	126	105	97
35	OC(COC(N(F)F)(N(F)F)N(F)F)C(O)COC(N(F)F)(N(F)F)N(F)F (centres undefined)	109	113	103	98	93	114	109	100
36	COc1ccc(Cn2cc(C(=O)N=Nc3c(O)[nH]c4ccc(Cl)cc34)nn2)cc1	104	116	97	91	81	113	91	91
37	CC1(C)CC(=O)c2c(nc(Nc3nc4ccccc4s3)nc2-c2ccc(F)cc2)C1	102	92	98	102	82	111	103	64
38	Cc1cc(Cl)nc(N2CCN(CC(=O)Nc3ccc4c(ccn4C)c3)CC2)n1	106	105	104	99	141	105	103	110
39	Nc1ccc(-c2nnc(-c3ccc(Cl)cc3Cl)o2)cc1	99	73	106	90	104	131	101	95
40	Cc1c(N=O)cc(C(C)C)c(O)c1I	101	93	90	89	103	103	70	89
41	C=CCNc1nc(NN2C(=O)c3cccc4cccc(c34)C2=O)nc(-n2cnc3ccccc32)n1	98	83	80	55	·	68	9.9*	56
42	CC(C)c1ccc(S(=O)(=O)NC(=O)NC2CC2)cc1	96	118	98	100	113	103	101	92
43	CCSc1nnc(NC(=O)Cc2ccc(Cl)cc2)s1	99	109	·	101	103	114	89	103
44	COC[C@@H](CC(C)C)N=C1N/C(=C\c2ccc3ncsc3c2)C(=O)N1C	22	7.2*	-5.2*	-23*	·	0.7*	18	9.1*
45	CC(=O)c1ccc(C)nc1	109	122	109	95	115	104	111	100
46	CCOC(CN(CC)CC)c1ccc(CCc2ccccc2)cc1 (centres undefined)	104	82	88	93	·	100	·	·
47	COC1C(COC(=O)c2ccccc2)OC(OC(C)=O)C1OC(C)=O (centres undefined)	101	102	106	97	96	107	·	98
48	CC1(C)c2ccccc2C(C)(C(Cl)(Cl)Cl)c2ccc(Cl)cc21 (centres undefined)	107	117	69	85	87	114	90	82
49	CCCNCCOC(=O)c1ccc(OCC)c(N)c1	97	112	96	102	95	103	107	98
50	Oc1[nH]c2ccc(Cl)cc2c1N=Nc1nc(N=Nc2c(O)[nH]c3ccc(Cl)cc23)nc(N2CCCCC2)n1	76	122	18	52	24	65	39	22
51	COc1ccc2oc3c4[nH]c5ccccc5c4c4c(c3c2c1)C(=O)N(O)C4=O	106	104	104	90	·	96	98	116
52	CC(=O)Oc1ccc(/C=N/NC(N)=S)nc1	87	33	-14*	18	28	87	·	56
53	NS(=O)(=O)c1ccc(-n2ncc3c(SCc4ccccc4)ncnc32)cc1	106	92	·	99	·	91	75	50
54	O=C(CSc1oc(-c2ccccc2)nc1S(=O)(=O)c1ccccc1)NC1CCCCC1	98	82	85	90	86	79	83	90
55	CC(C#N)OCCO (centres undefined)	110	·	103	92	84	109	106	81
56	CC(=O)c1ccc(NC(=O)Cn2c(NC3=NS(=O)(=O)c4ccccc43)nc3c2c(=O)n(C)c(=O)n3C)cc1	105	109	110	96	·	95	97	103
57	Cc1ccc(S(=O)(=O)NCCC2CC2[C@H](O)[C@@H](O)c2ccccc2)cc1 (some centres undefined)	105	102	103	110	112	109	103	129
58	Clc1ccc(SCN(c2ccccc2)c2ccccc2)cc1	·	77	122	76	72	95	83	59
59	NS(=O)(=O)c1ccc(-n2ncc3c(=S)nc[nH]c32)cc1	101	121	·	111	92	100	90	88
60	Cc1nc(N)sc1-c1csc(Nc2ccc(C(F)(F)F)cc2)n1	38	-12*	-29*	17	19	20	22	18

Copied from the list:
Under MOLT-4, cpd 49 has the entry 98
Under K-562, cpd 59 has the entry 90
Under MCF7, cpd 42 has the entry 100

Additional entries.
nr	Compound	MDA-MB-435	BT-549	MDA-MB-468	MCF7	SR	MDA-MB-231	K-562	MOLT-4
61	COc1ccc(N=c2sc(C3=c4cc(Cl)ccc4=NC3=O)c(O)n2Cc2nc3ccccc3[nH]2)cc1	86	119	59	50	28	58	·	18
62	Cc1ccc(C(=O)c2c(N)c(C#N)cn2Cc2ccc(Cl)cc2Cl)cc1	100	113	95	104	111	96	100	93
63	CCCCN1C=C(C)N(CCCC)CC1	98	108	110	104	97	104	101	103
64	CCOC(=O)c1c(Cl)c2c(n1Cc1ccc(OC)cc1)-c1oncc1CCC2	101	70	101	82	24	77	92	72
65	COc1ccc(-c2nn(-c3cccc(Cl)c3)cc2-c2cc(-c3ccccc3)[nH]c(=O)c2C#N)cc1	82	3.1*	16	53	65	-8.6*	45	80
66	CO[C@H]1CC[C@@]2(C)C(=CC[C@H]3[C@@H]4C[C@@H](O)C[C@@]4(C)CC[C@@H]32)C1	110	105	91	118	82	100	92	88
67	CC(=O)C(CC(C)C)C(C)=O	95	116	97	93	·	116	99	105
68	N#Cc1c(-c2ccc(Cl)cc2)c2c(N)nn(-c3ccccc3)c2oc1=O	104	101	120	94	101	96	98	104
69	N#Cc1c(Nc2ccc(O[C@H]3CO[C@H]4[C@@H]3OC[C@@H]4O)c(Cl)c2)c2ccccc2n(Cc2ccccc2)c1=O	100	94	112	92	85	93	106	94
70	Fc1ccc(-c2nc(CSc3nc4ccccc4o3)no2)cc1	106	101	103	96	120	100	112	95
71	CCCCC(O)Cn1ncc(C(=O)N/N=C\c2ccc(OC(F)F)c(OCc3ccccc3)c2)c1N (centres undefined)	76	84	78	56	41	88	29	35
72	Oc1ccc(/C=N/N=C2c3ccccc3-c3ccccc32)c(O)c1	21	78	-1.5*	43	54	48	65	78
73	COC(=O)c1ccccc1NC(=O)CCl	101	110	88	84	·	110	101	96
74	COc1ccc(/C=C/C=C\C(=O)c2ccc(N3CCOCC3)cc2)cc1	61	105	44	62	55	100	40	79
75	Nc1ncncc1-c1ccc2ccccc2c1	115	108	104	98	110	96	·	103
76	CC(C)c1ccc(Nc2ccc3c(OCCCN4CCN(C)CC4)cccc3n2)cc1	23	80	66	18	·	52	·	·
77	N[C@@H](Cc1ccccc1)[C@@H](O)C(=O)NCc1ccc(F)cc1	101	105	114	95	95	100	97	109

Some entries already given, limited to SR.
no.	SMILES	SR
70	Fc1ccc(-c2nc(CSc3nc4ccccc4o3)no2)cc1	120
71	CCCCC(O)Cn1ncc(C(=O)N/N=C\c2ccc(OC(F)F)c(OCc3ccccc3)c2)c1N (centres undefined)	41
72	Oc1ccc(/C=N/N=C2c3ccccc3-c3ccccc32)c(O)c1	54
